# Screening data as filed in PubChem BioAssay.
# Epigenetic reg: Quantitative High-Throughput Screen for Regulators of Epigenetic Control. murine LDR cells, GFP reporter derepression, 30 h. Potency, µM (titrated, usually from 53.9 µM), for the others: at the top dose GFP activation, actives largely listed as activators. actives 0.2% (n = 280,000); further: % of control where 0% means no effect; nearly all actives have a fitted effect of over 60% in size
#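 Derepression of a silenced CMV-GFP reporter in murine LDR cells is scored by enumerating GFP-positive cells with a laser-scanning microplate cytometer after 30 hours of treatment at 37 C.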
# SMN2 splice up: qHTS Assay for Enhancers of SMN2 Splice Variant Expression; HEK293 SMN2-luciferase splicing reporter, luminescence, 30-36 h; Potency, µM (doses to about 46.1 µM), without a hit: at the top dose activity change, positive = activation, usual class: activators; actives 2.8% (n = 210,000); AID 1458, 2008; further: % of control where 0% means no effect; nearly all actives have a fitted effect of over 55% in size
#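 HEK293 cells carry an SMN2 minigene-luciferase reporter in which exon 7 inclusion puts luciferase in frame. Cells were seeded at 2000 cells/well, attached for 10-12 hours, then exposed to compounds for 30-36 hours at 37C before ONE-Glo luminescence.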
# * hit, by the source's call; u = inconclusive; [ ] = dose if it differs, or a comment. The call rests on the fitted dose curve; in most records, active means well fitted curve in the direction sought with a large enough effect; inconclusive means small, poorly fitted or top-dose-only effect, or another doubt; inactive means no such curve, though single readings can be large; an effect the other way counts as inactive or inconclusive. Potency means the concentration at half of the fitted maximal effect. The list is partial (hit frequency here may not be typical).
SMILES,Epigenetic reg,SMN2 splice up
CC1CCc2c(sc(NC(=O)CCCOc3ccccc3)c2C(N)=O)C1 (stereo not drawn),-0.5%,-3%
CCOC(=O)c1c(Nc2cccc(O)c2)nnc(-c2ccccc2)c1-c1ccccc1,-1.3%,-10%
COc1cccc(NC(=O)C2CCCN(c3nnc(-n4c(C)ccc4C)s3)C2)c1 (stereo not drawn),-2.5%,8%
CCn1c(CNC(=O)C23CC4CC(CC(C4)C2)C3)nnc1SCC(=O)Nc1ccc(OC)cc1,0.0%,-21%
CCOc1ccc(CCNC(=O)C2CCN(C(=O)c3cc4sccc4n3CC)CC2)cc1OCC,0.0%,-70%[inhibitor]
Cc1cccc(Nc2nc(C)nc(N)c2S(=O)(=O)c2ccccc2)c1,8.4%,6%
CCn1c(=O)cc(SCC(=O)NCCc2ccc(OC)cc2OC)c2ccccc21,-2.1%,6%
COc1cccc(NC(=O)/C(C#N)=C/c2ccc(-c3ccc(C)cc3)o2)c1,2.4%,-9%
CSc1nn(Cc2ccc(Br)cc2)c(N(C(C)=O)C(C)=O)c1S(=O)(=O)c1ccccc1,-1.8%,-6%
CCN(CC)S(=O)(=O)c1ccc2c(c1)c(=O)c(C(=O)N1CCN(c3ccc(F)cc3)CC1)cn2C,0.1%,8%
Cc1nc2nc(NCc3ccc(Cl)cc3)[nH]n2c(=O)c1Cc1ccccc1,-1.9%,7%
Nc1ccc(NC(=O)c2cccc(C(=O)Nc3ccc(N)cc3Cl)c2)c(Cl)c1,2.4%,-20%
COc1cc2nc(NCCc3ccccc3)n3nc(-c4cccnc4)nc3c2cc1OC,2.7%,0%
CSc1ncc(Cl)c(C(=O)Nc2c(C(=O)c3ccc(C)cc3)oc3ccccc23)n1,-1.9%,8%
COc1cc(NC(=O)Cn2c(=O)n(Cc3ccco3)c(=O)c3sc4ccccc4c32)cc(OC)c1,7.6%,2%
COc1ccc(NC(=O)CN2C(=O)C(=O)c3ccccc32)c(OC)c1,3.7%,-10%
CC(=O)N1CCc2c(sc3c2c(=O)n(-c2ccccc2)c(=O)n3CC(=O)c2ccc(Cl)cc2)C1,0.0%,8%
Cc1ccccc1Cn1c(SCc2ccc(C(=O)N3CCCCC3)cc2)nc2ccncc21,0.0%,-64%[inhibitor]
CCN(CC)CCNC(=O)c1ccc(CSc2nc3ccncc3n2Cc2cccc(F)c2)cc1,1.6%,-5%
CC1CCC(NC(=O)c2ccc3c(c2)N(Cc2ccccc2F)C(=O)c2ccccc2S3(=O)=O)CC1 (stereo not drawn),-1.1%,11%
O=C(CCCCn1c(=O)c2ccccc2n(CC(=O)Nc2ccc(F)cc2F)c1=O)NCCc1ccccc1,0.0%,8%
CCOc1ccccc1N(CC)C(=O)c1cc2c(=O)[nH]c3ccc(C)cc3c2s1,2.7%,1%
Cc1ccc(/C=C(\C#N)c2nc(-c3cc4c(ccc5ccccc54)oc3=O)cs2)cc1,1.6%,-3%
Cc1ccc(-c2nnc(Nc3ccccc3)c3ccccc23)cc1S(=O)(=O)N1CCOCC1,5.6%,8%
Cc1ccc(C(C)C)c(OCCn2cc(C(=O)c3ccco3)c3ccccc32)c1,-1.0%,-3%

# Later entries:
SMILES,Epigenetic reg,SMN2 splice up
CCCN1C(C(=O)c2ccccc2)=C(OC(=O)c2ccc(OC)cc2)c2ccccc2S1(=O)=O,-1.9%,6%
Cc1oc(C)c2c(=O)cc(-c3ccc4c(c3)OCO4)cc(OC(=O)c3ccccc3Cl)c12,-1.9%,10%
CC(=O)c1ccc(Nc2cc(C)nc3nc(Cc4ccccc4)nn23)cc1,1.5%,11%
CC(C)(C)c1ccc(OCC(=O)NC(Cc2c[nH]c3ccccc23)C(=O)O)cc1 (stereo not drawn),2.0%,-9%
Cc1ccc(NC(=O)C(Cc2ccccc2)NS(=O)(=O)c2ccc3c(c2)oc(=O)n3C)c(Cl)c1 (stereo not drawn),-0.3%,0%
CCOc1ccc(CCNC(=O)c2cn(CC)c3ccc(S(=O)(=O)N4CCCCCC4)cc3c2=O)cc1OCC,-0.8%,12%
CCOc1ccc(N2CC(c3nc4ccccc4n3Cc3ccccc3F)CC2=O)cc1 (stereo not drawn),0.8%,6%
COc1ccccc1OCCn1c(C(C)Oc2ccccc2)nc2ccccc21 (stereo not drawn),-0.8%,-28%
CC(C)CCNC(=O)CN1C(=O)COc2ccc(S(=O)(=O)N3CCOCC3)cc21,0.0%,1%
Cc1cc(C)cc(OCC(=O)Nc2cccc3cccnc23)c1,0.0%,-11%
O=C(c1cc2c(s1)-c1ccccc1OC2)N1CCN(c2ccccc2F)CC1,0.0%,-2%
COc1cccc(CNC(=O)CCC(=O)N2CC3CCCN3c3ccccc32)c1 (stereo not drawn),1.6%,5%
CCCSc1nc2sc3c(c2c(=O)n1-c1ccc(C)c(Cl)c1)CCN(C(C)=O)C3,0.2%,-10%
Cc1ccc(C(=O)n2nc(-c3ccco3)nc2NCc2cccs2)cc1,0.0%,12%
CCOc1ccc(C(=O)c2cn(Cc3cccc(OC)c3)c3cc4c(cc3c2=O)OCO4)cc1,-1.1%,-8%
CCN(Cc1ccccc1)C(=O)Cn1c(=O)n(-c2ccc(F)c(Cl)c2)c(=O)c2sc3ccccc3c21,-1.8%,7%
CCC(C)OC(=O)/C(C#N)=C\c1ccc(-c2ccccc2Cl)o1 (stereo not drawn),-1.6%,4%
CCN(CC)c1ccc(NC(=O)C(NS(=O)(=O)c2cccs2)C(C)C)c(C)c1 (stereo not drawn),-2.8%,-2%
Cn1c(=O)c2sccc2n2c(CCC(=O)NCc3ccc(Cl)cc3)nnc12,0.8%,u
COc1cccc(CN2c3ccccc3-c3nc(SCC(=O)Nc4cccc(C)c4)ncc3S2(=O)=O)c1,-0.9%,-2%
CCOC(=O)c1c(NC(C)=O)c2c3c(sc2n1Cc1nc(-c2ccc(Cl)cc2)oc1C)CCCC3,0.8%,5%
COc1ccc(-c2cc(OC(=O)c3cccc(C)c3)c3c(C)oc(C)c3c(=O)c2)cc1,10%,33%
CCc1ccc2occ(CC(=O)Nc3ccc(C)c(C)c3)c2c1,-1.9%,100%
Cc1ccc(NC(=O)C(Cc2ccccc2)NS(=O)(=O)c2ccc3c(c2)oc(=O)n3C)cc1C (stereo not drawn),8.6%,-10%
COc1ccc(C(=O)N2CCc3cc(OC)c(OC)cc3C2COc2ccc3c(C)cc(=O)oc3c2)c(OC)c1 (stereo not drawn),0.3%,6%

# The listing continues.
SMILES,Epigenetic reg,SMN2 splice up
Cc1ccc2ncc(C(=O)Nc3ccc(OC(F)(F)F)cc3)c(=O)n2c1,0.0%,-4%
CCOc1ccc2oc(=O)cc(CN3CCN(C(=O)c4ccc(OC)c(OC)c4)CC3)c2c1,5.6%,10%
COc1ccc(-c2cc(OC(=O)c3ccccc3C)c3c(C)oc(C)c3c(=O)c2)cc1,0.8%,3%
COc1ccc(-n2c(C)nc3c(cnn3-c3ccc(F)cc3)c2=O)cc1,-1.8%,-10%
Cn1c(=O)c2cc(C(=O)NCCCN3CCN(c4cccc(Cl)c4)CC3)sc2c2ccccc21,0.0%,-8%
COc1ccccc1NC(=O)CSc1oc(-c2cccs2)nc1S(=O)(=O)c1ccc(Br)cc1,2.7%,2%
Cc1cccc(NC(=O)CSc2nc3c(oc4ccccc43)c(=O)n2C(C)C)c1,0.8%,-7%
Cn1c(=O)n(-c2ccc(F)c(Cl)c2)c(=O)c2sc3ccccc3c21,5.5%,-8%
COc1ccc(CCNC(=O)c2ccc(Cn3c(=O)c4ccccc4n(Cc4cc(C)ccc4C)c3=O)cc2)cc1OC,-0.7%,5%
CCc1nnc2c(NCc3ccc(F)cc3)nc3ccccc3n12,2.9%,5%
CCCN(CCC)C(=O)Cn1c(=O)n(-c2ccc(OC)cc2OC)c(=O)c2c3c(sc21)CCC3,-1.8%,2%
COc1ccc(CCNC(=O)c2cc3c(-c4ccc(OC)c(OC)c4)nn(C)c3s2)cc1OC,1.7%,u
CC(=O)N1CCc2cc(Br)cc(S(=O)(=O)NCCc3ccc(Cl)cc3)c21,-3.5%,12%
CCOc1cc(-c2nc3c(c(CC)nn3-c3ccccc3)c3cc(OC)c(OC)cc23)ccc1O,0.0%,-2%
COc1cccc(N2CCN(S(=O)(=O)c3ccc(-n4cnnn4)cc3)CC2)c1,u,5%
CC1=C(C(=O)OCC2CCCCC2)C(c2ccc(Cl)cc2)CC(=O)N1 (stereo not drawn),8.1%,-15%
CC(C)(C)C1CCc2c(sc(NC(=O)c3cc(-c4ccc(F)cc4)on3)c2C#N)C1 (stereo not drawn),-1.8%,0%
Cc1nc2nc(SCC(=O)N(C)Cc3ccccc3)nn2c(C)c1Cc1ccccc1Cl,-0.9%,1%
COc1ccc(-c2cc(-c3ccc4c(c3)NC(=O)CO4)nc3c2COc2ccc(C)cc2-3)cc1,-1.1%,-12%
O=C(Nc1ccc(F)cc1)[C@H](CSCc1ccccc1)N1Cc2ccccc2C1=O,1.1%,-7%
Clc1ccc(-c2noc3ncnc(N4CCCCC4)c23)cc1,-4.0%,-19%
COc1ccc(OC)c(CCNC(=O)c2ccc3c(c2)N(Cc2ccc(C)cc2)CCS3)c1,-0.8%,-6%
CCc1cccc(CC)c1NC(=O)C1CCC(CNS(=O)(=O)c2cccc3nsnc23)CC1 (stereo not drawn),1.1%,-11%
CC(C)c1ccc(OCc2cc(=O)n3c(-c4ccccc4)csc3n2)cc1,7.8%,-20%
COc1ccc(S(=O)(=O)N(CC(=O)NCCc2ccccc2)c2ccc(Cl)cc2)cc1,3.7%,-4%

# Reformatted: results already given
COc1ccc(CCNC(=O)c2ccc(Cn3c(=O)c4ccccc4n(Cc4cc(C)ccc4C)c3=O)cc2)cc1OC
  Epigenetic reg: -0.7% | SMN2 splice up: 5%

CCc1nnc2c(NCc3ccc(F)cc3)nc3ccccc3n12
  Epigenetic reg: 2.9% | SMN2 splice up: 5%

CCOc1cc(-c2nc3c(c(CC)nn3-c3ccccc3)c3cc(OC)c(OC)cc23)ccc1O
  Epigenetic reg: 0.0% | SMN2 splice up: -2%

CCCN(CCC)C(=O)Cn1c(=O)n(-c2ccc(OC)cc2OC)c(=O)c2c3c(sc21)CCC3
  Epigenetic reg: -1.8% | SMN2 splice up: 2%

# Given field by field: entries from further up.
> CC1=C(C(=O)OCC2CCCCC2)C(c2ccc(Cl)cc2)CC(=O)N1 (stereo not drawn)
  Epigenetic reg: 8.1%
  SMN2 splice up: -15%

> CC(C)(C)C1CCc2c(sc(NC(=O)c3cc(-c4ccc(F)cc4)on3)c2C#N)C1 (stereo not drawn)
  Epigenetic reg: -1.8%
  SMN2 splice up: 0%

# Grouped by structure, those above with an NH in an aromatic ring (3)
SMILES,Epigenetic reg,SMN2 splice up
Cc1nc2nc(NCc3ccc(Cl)cc3)[nH]n2c(=O)c1Cc1ccccc1,-1.9%,7%
CCOc1ccccc1N(CC)C(=O)c1cc2c(=O)[nH]c3ccc(C)cc3c2s1,2.7%,1%
CC(C)(C)c1ccc(OCC(=O)NC(Cc2c[nH]c3ccccc23)C(=O)O)cc1 (stereo not drawn),2.0%,-9%

# Additional results follow.
SMILES,Epigenetic reg,SMN2 splice up
COc1ccc(CCNC(=O)c2ccc3c(c2)N=C(C)c2ccccc2S3)cc1OC,0.6%,-18%
CCCOc1ccc(NC(=O)CC2C(=O)N(c3ccc(C)cc3)C(=O)N2C2CCCC2)cc1 (stereo not drawn),-2.5%,6%
CCn1c(C(=O)NCc2cccc(Br)c2)cc2oc3ccccc3c21,0.0%,u
COc1ccc(C(CNC(=O)c2oc3cc(C)c(Cl)cc3c2C)N2CCCCC2)cc1 (stereo not drawn),0.8%,6%
O=C(Cn1nc(-c2ccccc2)c2cnc3ccccc3c21)Nc1ccccc1,6.2%,8%
CCn1cc(C(=O)NCCc2ccc(C)cc2)c(=O)c2cc(S(=O)(=O)N(C)C)ccc21,1.1%,-2%
CCCCOc1ccccc1NC(=O)Cn1c(-c2cncs2)nc2ccccc21,5.4%,0%
CCOC(=O)c1c(NC(=O)Cc2coc3ccc(CC)cc23)sc2c1CCC2,2.7%,0%
CCCCC(=O)N(c1ccc2oc(C)c(C(C)=O)c2c1)S(=O)(=O)c1ccc(F)cc1C,-0.1%,4%
CCOc1ccc(/C=C/c2nc(C#N)c(NC(C)c3ccccc3)o2)cc1 (stereo not drawn),1.4%,-1%
CCOC(=O)Cc1ccc(NC(=O)Nc2cc3c(cc2N2CCCCC2)n(C)c(=O)n3C)cc1,7.2%,5%
CCc1ccccc1NC(=O)C1CCCN(C(=O)c2cnn(-c3ccccc3)c2-n2cccc2)C1 (stereo not drawn),-1.6%,-6%
CCn1c(=O)sc2cc(NC(=O)c3cccc(OC)c3)ccc21,2.8%,20%
COC(=O)c1ccc(N2C(=O)Cc3cc(OC)c(OC)cc3C2c2ccc(F)cc2)cc1 (stereo not drawn),-1.0%,11%
COc1ccccc1C(=O)N1c2ccccc2C(C)(c2ccc(Cl)cc2)CC1(C)C (stereo not drawn),-1.6%,-54%[inhibitor]
